Screens deposited in PubChem by National Center for Advancing Translational Sciences (NCATS).
N370S GC = N370S glucocerebrosidase modulation, Gaucher chaperone candidate. AID 2101. P04062. N370S GC spleen homogenate, 4MU-glucoside fluorescence. 0.092% of 330,000 active. Potency, µM (doses to about 59.4 µM), inactives show top-dose activity change, negative = inhibition, actives largely listed as inhibitors;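 further: 0% = full enzyme activity and -100% = no enzyme basal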
DT40 TDP1 no CPT = qHTS for Inhibitors of human tyrosyl-DNA phosphodiesterase 1 (TDP1): qHTS in cells in absence of CPT. DT40 Tdp1-/- hTDP1 cells, no CPT, ATP luminescence, 48 h. Potency, µM (series often up to 46.2 µM), without a hit: at the top dose activity change, negative = growth inhibition, usual class: inhibitors. 15% of 420,000 active; further: nearly all actives have a fitted effect of over 55% in size
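Growth kinetics read by CellTiter-Glo luminescence after ≥48 hr at 37 °C. Cells: DT40 Tdp1-/- stably carrying human TDP1, 400 per well, compound exposure in the absence of CPT (DMSO vehicle).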
TDP1 block = blocks human tyrosyl-DNA phosphodiesterase 1. Q9NUW8. recombinant TDP1, AlphaScreen DNA substrate cleavage. Potency, µM (titrated, usually from 130 µM), for inactives: at the highest dose activity change, negative = inhibition, actives largely listed as inhibitors. 0.28% of 350,000 active. AID 485290; further: nearly all actives have a fitted effect of over 40% in size
Target sequence (Q9NUW8 whole entry, looked up): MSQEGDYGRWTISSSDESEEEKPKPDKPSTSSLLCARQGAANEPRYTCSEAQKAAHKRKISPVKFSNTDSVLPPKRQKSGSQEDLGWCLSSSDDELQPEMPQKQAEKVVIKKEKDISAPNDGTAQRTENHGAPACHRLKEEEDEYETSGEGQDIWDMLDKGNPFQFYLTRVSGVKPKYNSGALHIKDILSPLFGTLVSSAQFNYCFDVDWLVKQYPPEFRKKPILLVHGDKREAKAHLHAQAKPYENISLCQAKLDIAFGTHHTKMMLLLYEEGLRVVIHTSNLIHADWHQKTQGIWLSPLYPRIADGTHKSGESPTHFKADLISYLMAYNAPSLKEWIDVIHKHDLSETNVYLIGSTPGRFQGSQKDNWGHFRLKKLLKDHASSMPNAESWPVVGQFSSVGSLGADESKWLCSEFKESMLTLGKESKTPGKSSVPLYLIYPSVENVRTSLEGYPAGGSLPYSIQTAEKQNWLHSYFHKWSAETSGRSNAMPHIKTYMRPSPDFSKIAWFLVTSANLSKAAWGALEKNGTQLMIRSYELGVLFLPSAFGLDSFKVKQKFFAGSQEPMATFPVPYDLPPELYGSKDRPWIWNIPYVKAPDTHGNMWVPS
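Enzyme-compound mixtures sat 15 min at room temperature, followed by a 5 min reaction with 15 nM final substrate and 10 min with AlphaScreen beads. Recombinant human Tdp1 was used at 1 nM final.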
Numbers without * were called inactive; u = inconclusive; x = not tested or not shown; & = joins results of further samples; ! = repeats disagree; [ ] = remark or other dose. The call rests on the fitted dose curve; in most records, active means well fitted curve in the direction sought with a large enough effect; inconclusive means small, poorly fitted or top-dose-only effect, or another doubt; inactive means no such curve, though single readings can be large; an effect the other way counts as inactive or inconclusive. Unless noted, on the % scale 0 is the no-effect control and ±100 the full control effect; potency means the concentration at half of the fitted maximal effect.

The first 2 entries, ahead of the listing:
SMILES	N370S GC	DT40 TDP1 no CPT	TDP1 block
Cc1nn(Cc2ccc(F)cc2)c(C)c1NC(=O)c1cc2ncc(Br)cn2n1	9%	-13%	32µM*
NC(=O)CC[C@@H]1NC(=O)[C@@H]2CCCN2C(=O)c2cc([N+](=O)[O-])cc(F)c2NCCC[C@@H](C(N)=O)NC1=O	-7%	-6%	0%

All compounds of this part, from the first entry:
SMILES	N370S GC	DT40 TDP1 no CPT	TDP1 block
Cc1nn(Cc2ccc(F)cc2)c(C)c1NC(=O)c1cc2ncc(Br)cn2n1	9%	-13%	32µM*
NC(=O)CC[C@@H]1NC(=O)[C@@H]2CCCN2C(=O)c2cc([N+](=O)[O-])cc(F)c2NCCC[C@@H](C(N)=O)NC1=O	-7%	-6%	0%
CSCCCNC(=S)N1CCc2ccccc2C1	-18%	11%	4%
Cn1nnc2ccccc2c1=O	-14%	-21%	2%
O=C(O)CC(=O)Nc1ccc(Oc2ccc(C(F)(F)F)cn2)c(Cl)c1	-8%	11%	6%
Cc1ccc(CNC(=O)c2ccc(Cn3c(=O)c4ccccc4n(CC(=O)Nc4ccc(C)cc4C)c3=O)cc2)cc1	x	u	0%
CCCC(c1nnnn1C(C)(C)CC)N1CCN(C(=O)c2ccco2)CC1 (stereo not given)	-11%	-4%	8%
Cc1ccc(S(=O)(=O)N(C)CC(=O)NNC(=O)CCS(=O)(=O)c2ccccc2)cc1	x	-1%	0%
COc1ccccc1C(C[N+](=O)[O-])c1c[nH]c2ccccc12 (stereo not given)	-16%	u	1%
CC(=O)c1cccc(NC(=O)c2cccc(N3C(=O)c4ccccc4C3=O)c2)c1	1%	3%	x
Cc1cccc(NC(=O)/C(C#N)=C/c2ccc(Sc3ccccc3)o2)c1C	-9%	-28%	8%
Cc1ccccc1NC(=O)CN1C(=O)S/C(=C\c2cccn2-c2cccc(C(=O)O)c2)C1=O	-1%	1%	50µM*
N#Cc1c(NC(=O)C2C3C=CC(C3)C2C(=O)O)sc2c1CCCCC2 (stereo not given)	3%	u	-3%
COc1cccc(-n2c(SCc3ccccn3)nc3c(c2=O)SCC3)c1	0%	u	4%
O=C(CCC1(C(=O)O)CCC(=O)NC1)NCc1ccccc1 (stereo not given)	-3%	-33%	3%
CC(=O)c1ccccc1NS(=O)(=O)c1ccc2c(c1)CC(=O)N2	x	9%	2%
O=c1[nH]c(CN2CCN(c3ccccc3Cl)CC2)nc2ccsc12	-4%	4%	7%
COc1ccc(CCNC(=O)CN(c2cccc([N+](=O)[O-])c2)S(C)(=O)=O)cc1	4%	5%	-8%
COc1ccc(/C=N/NC(=O)c2cc(-c3ccccc3OC)nc3ccccc23)cc1COC(C)=O	7%	14µM*	9%
COC(=O)[C@H](Cc1ccccc1)NC(=O)c1ccc2ccccc2n1	u	-15%	5%[0.0935 µM]
Cc1ccc(N2CC(C(=O)Nc3cc(C)on3)CC2=O)c(C)c1 (stereo not given)	-13%	-2%	4%
Cc1ccc(NC(=O)c2cc(-c3ccco3)on2)cc1	13%	u	2%
O=C(Nc1ccc(-c2nc3c(ccc4ccccc43)o2)cc1)c1ccco1	18%	18µM*	2%
Cc1ccc2nc(SCC(=O)Nc3ccc(F)cc3)nc(=O)n2c1	-3%	-21%	-8%
COC(=O)c1cc2ccsc2n1CC(=O)Nc1cc(C)cc(C)c1	7%	-18%	1%
Next part.
SMILES	N370S GC	DT40 TDP1 no CPT	TDP1 block
OCC1OC(c2ccccc2)C=CC1Oc1ccc(C2CCCC2)cc1 (stereo not given)	-9%[12.8 µM]	x	7%[21 µM]
Cc1cc(C)n(CC(=O)NNC(=O)CCNC(=O)c2ccccc2Cl)n1	1%	-8%	x
Cc1ccccc1CSCCNS(C)(=O)=O	0%	-18%	2%
O=C(CC1NCCc2ccccc21)Nc1cccc(Cl)c1 (stereo not given)	-2%	u	0%
CCn1c2ccccc2c2cc(Nc3cc(C)nc4ncnn34)ccc21	3%	0.58µM*	5%
Cc1ccccc1-n1c(SC/C(O)=C(\C#N)c2nc3ccccc3[nH]2)nnc1-c1ccncc1	-21%	u	12%
O=c1c(Cc2ccc(F)cc2)c(O)ccn1CCc1ccccn1	u	10%	5%
O=C(COC(=O)c1ccccc1Cl)Nc1nccs1	-13%	-7%	0%
CCOc1ccc(NC(=O)CSc2oc(-c3cccs3)nc2S(=O)(=O)c2ccc(C)cc2)cc1	x	3.3µM*	0%
COc1ccc(CNC(=O)CN(C)S(=O)(=O)c2ccc3c(c2)c(=O)n(C)c(=O)n3C)cc1	-18%	16µM*!	3%&6%
COc1ccccc1CCc1nnc(CCC(=O)N(C)Cc2cccc3cnccc23)o1	12%	23µM*	3%
Cc1nc2scc(C)n2c(=O)c1S(=O)(=O)N1CCN(c2ccccc2)CC1	-6%	-16%	-6%
COC(=O)C1=C(C)NC(=O)/C1=C\c1ccco1	30%	-3%	-1%
COc1nc(-c2ccccc2)ccc1-c1noc(C)n1	4%	u	-2%
COc1ccc(C(CNC(=O)c2oc3ccc(Cl)cc3c2C)N2CCCCC2)cc1 (stereo not given)	-3%	23µM*	7%&5%
CCN(CC)S(=O)(=O)c1cccc(NC(=O)C2CC(=O)N(c3ccc4c(c3)OCCO4)C2)c1 (stereo not given)	-13%	u	2%
CC(C)COC(=O)CCNc1n[nH]c(=O)[nH]c1=O	-2%	2%	8%
COc1ccc(S(=O)(=O)NCc2ccncc2)cc1NC(=O)c1ccccc1C	-6%	-29%	2%
COc1ccccc1NC(=O)CSc1nncn1-c1cccnc1	18%	-14%	4%
Cc1cc(S(=O)(=O)Nc2ccc(F)cc2)c(C)s1	-28%	-20%	5%
CCCC(CCC)C(=O)OC1C[C@H]2CC[C@@H](C1)[N+]2(C)C (stereo not given in full)	2%	-14%&-2%&-19%	3%
O=C(NC(Cc1c[nH]c2ccccc12)C(=O)O)c1ccc(Br)cc1 (stereo not given)	8%	-19%	6%
Cc1ccc(-c2noc(-c3ccccc3NC(=O)C3CC(=O)N(c4cccc(C)c4)C3)n2)cc1 (stereo not given)	x	-2%	3%
CCCCC(=O)Nc1cc2nn(-c3ccc(OC)cc3)nc2cc1C	5%	-22%	2%
O=C(NCCCN1CCOCC1)NC1CCCCC1	27%	u	-5%

Reformatted: entries from further up.
Value order: N370S GC | DT40 TDP1 no CPT | TDP1 block
> Cc1ccc(-c2noc(-c3ccccc3NC(=O)C3CC(=O)N(c4cccc(C)c4)C3)n2)cc1 (stereo not given)
    x | -2% | 3%
> O=C(NC(Cc1c[nH]c2ccccc12)C(=O)O)c1ccc(Br)cc1 (stereo not given)
    8% | -19% | 6%

Complete entries, looked up by structure. Order of values: N370S GC, DT40 TDP1 no CPT, TDP1 block
Profile of Cc1nc2scc(C)n2c(=O)c1S(=O)(=O)N1CCN(c2ccccc2)CC1 → -6%, -16%, -6%
Profile of OCC1OC(c2ccccc2)C=CC1Oc1ccc(C2CCCC2)cc1 (stereo not given) → -9%[12.8 µM], x, 7%[21 µM]
Profile of Cc1ccc(-c2noc(-c3ccccc3NC(=O)C3CC(=O)N(c4cccc(C)c4)C3)n2)cc1 (stereo not given) → x, -2%, 3%
Profile of O=C(COC(=O)c1ccccc1Cl)Nc1nccs1 → -13%, -7%, 0%

Results in DT40 TDP1 no CPT, for some of the entries so far:
smiles | DT40 TDP1 no CPT
COc1ccc(S(=O)(=O)NCc2ccncc2)cc1NC(=O)c1ccccc1C | -29%
COc1ccc(C(CNC(=O)c2oc3ccc(Cl)cc3c2C)N2CCCCC2)cc1 (stereo not given) | 23µM*

Additional structures follow.
SMILES	N370S GC	DT40 TDP1 no CPT	TDP1 block
CC1(C)CC2C1CC[C@]1(C)CCC3C(C(=O)O)CC(=O)O[C@]32C1 (stereo not given in full)	1%	u	14%[56.1 µM]
CCc1ccccc1N(C)S(=O)(=O)c1ccc2[nH]cc(C(=O)O)c(=O)c2c1	-16%	2%	2%
CC(C)c1nc(SCC(=O)N2CCCc3ccccc32)c2c(=O)n(C)c(=O)n(C)c2n1	0%	6.5µM*	4%
COc1ccc(CCn2c(SCC(=O)Nc3cc(C)on3)nc3ccccc3c2=O)cc1OC	-25%	u	0%
COc1ccc(CN2CCN(CCC(C)C)C(CCO)C2)cc1Cn1cncn1 (stereo not given)	1%	-12%	3%
Cc1csc(NC(=O)CCCc2cccs2)n1	u	u	3%
Cc1ccc(C(C(=O)NC(C)(C)C)N(CCCN2CCOCC2)C(=O)c2ccc(-c3ccccc3)[nH]2)o1 (stereo not given)	-1%	36%[activator]	6%
O=c1c(-c2cccs2)nc2cnc(N3CCOCC3)nc2n1-c1ccccc1	-8%	-16%	x
CCOc1ccccc1C(=O)OCC(=O)NCCc1ccc(OC)cc1	x	-1%	0%
O=C(CCC(=O)OCC(=O)c1ccc(Cl)cc1)NC1CCCCC1	-3%	-1%	4%
COc1ccc(-n2c(SCC(=O)Nc3ccc(NC(C)=O)cc3)nc3ccccc3c2=O)cc1	0%	-23%	x
CCN(Cc1ccncc1)C(=O)c1ccc2c(c1)S(=O)(=O)c1ccccc1C2=O	0%	-14%	5%
CCOC(=O)c1c(/N=C/C2=C(O)CC(C)(C)CC2=O)sc(C(C)=O)c1C	-7%	25%	3%
CO/N=C\CC(=O)Nc1ccc(Cl)c(Cl)c1	7%	u	-3%
COc1ccc2c(c1)-c1nc(NC(=O)c3cccc(Br)c3)sc1CC2	x	u	-4%
COc1cc(NC(=O)c2cc(C)nc3ccccc23)cc(OC)c1OC	-3%	-7%	5%
Cc1nc2ccc(NC(=O)NCCO)cc2s1	-4%	-13%	-5%
Cc1cc(NS(=O)(=O)c2ccc(NC(=O)/C=C/c3ccco3)cc2)nc(C)n1	-4%	-6%	-5%
COc1ccccc1NC(=O)/C(=C\c1cccs1)NC(=O)c1ccco1	5%	20%	x
COc1cccc(N2CCN(C(=O)c3cc4ccc(OC)cc4[nH]3)CC2)c1	-4%	-12%	x
CCC(=O)Nc1nnc(SCCOC)s1	-1%	-2%	5%
COc1cc(NC(=O)CN2C(=O)c3ccccc3Sc3ccc(C(=O)N4CCOCC4)cc32)cc(OC)c1OC	-13%	u	0%
O=C(CS(=O)(=O)Cc1ccccc1)N1CCN(c2ccccc2F)CC1	-4%	-22%	0%
CCOc1ccccc1-c1cc(-c2n[nH]c(=S)n2CC)c2ccccc2n1	0%	18µM*	8%
Cc1cc(/C=N/NC(N)=S)c(C)n1-c1ccc(Cl)cc1	2%	18µM*	-3%
Cc1cccc(NC(=O)CCCCCN2C(=O)[C@@H]3Cc4ccccc4CN3C2=O)c1	7%	u	1%
CCC1CCC2(CC1)NC(=O)N(CC(=O)Nc1cc(C)on1)C2=O (stereo not given)	0%	-6%	0%
COc1cc(NC(=O)Cn2c([N+](=O)[O-])cnc2C)c(OC)cc1Cl	-9%	1%	x
CCC(=O)n1nc(-c2ccc(Cl)cc2)nc1N	0%	2.6µM*	0%

Only part of the results is shown, so the mix of outcomes need not match the whole.
